High-throughput results as filed in PubChem BioAssay.
Sm TGR block = S. mansoni TGR enzyme inhibition. Q962Y6. purified TGR, DTNB reduction, TNB absorbance 405 nm. Potency, µM (highest dose often 114 µM), for inactives: at the highest dose activity change, negative = inhibition, usual class: inhibitors. actives 3% (n = 360,000); further: potency means the concentration at half of the fitted maximal effect; nearly all actives have a fitted effect of over 60% in size
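Kinetic colorimetric format: TGR-catalysed, NADPH-driven DTNB reduction monitored via TNB absorbance. Enzyme dispensed at 20 nM; compound exposure 15 min at room temperature before reaction start.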
AmpC inh no detg = inhibitors of E. coli AmpC beta-lactamase without detergent; AmpC nitrocefin hydrolysis, absorbance 480 nm, 0.0001% Triton; Potency, µM (titrated, usually from 57.1 µM), for inactives: at the highest dose activity change, negative = inhibition, usual class: inhibitors; P00811; AID 485341; actives 0.52% (n = 330,000);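 further: potency means the concentration at half of the fitted maximal effect; plate controls were no compound for no effect and no enzyme for full effect; nearly all actives have a fitted effect of over 20% in size; some results filed as inactive show a strong effect at the top dose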
Target sequence (P00811 whole entry, looked up): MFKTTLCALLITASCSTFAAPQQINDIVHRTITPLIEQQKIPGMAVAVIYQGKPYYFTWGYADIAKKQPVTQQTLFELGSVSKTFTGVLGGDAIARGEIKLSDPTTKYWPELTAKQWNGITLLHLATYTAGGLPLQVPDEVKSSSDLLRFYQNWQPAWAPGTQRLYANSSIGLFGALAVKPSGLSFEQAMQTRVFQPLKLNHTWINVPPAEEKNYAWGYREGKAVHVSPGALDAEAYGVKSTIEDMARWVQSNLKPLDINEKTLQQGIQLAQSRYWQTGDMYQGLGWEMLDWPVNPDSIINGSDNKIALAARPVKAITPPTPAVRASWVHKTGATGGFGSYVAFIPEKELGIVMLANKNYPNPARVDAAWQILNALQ
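20 mM phosphate pH 7.0 + 0.01% (detergent screen) or 0.0001% Triton X-100; 5.3 nM AmpC reagent; cpd preinc 15 min RT; nitrocefin (800 uM stock) to start; A480 q20 s × 4 min; Activity was normalised to no-enzyme and no-compound control wells.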
AmpC inh detg = blocks E. coli AmpC beta-lactamase in detergent assay; P00811; AmpC hydrolysis of nitrocefin, absorbance 480 nm, 0.01% Triton; Potency, µM (top dose mostly 114 µM), for inactives: at the top dose activity change, negative = inhibition, hits mostly inhibitors; actives 0.041% (n = 370,000);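 further: potency means the concentration at half of the fitted maximal effect; 0% = no-compound wells and -100% = no-enzyme wells; nearly all actives have a fitted effect of over 25% in size; some results filed as inactive show a strong effect at the top dose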
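AmpC (5.3 nM in the dispensed reagent) in 20 mM phosphate pH 7.0 with 0.01% (detergent screen) or 0.0001% Triton X-100 was preincubated with compounds for 15 min at room temperature. Nitrocefin was then added from an 800 uM solution, and hydrolysis was followed at 480 nm.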
HCMV inh = inhibitors of human cytomegalovirus. HFF cells, HCMV-luciferase reporter, 72 h; stronger effect = lower value. activity change, negative = inhibition, % at 57.5 µM. actives 4.5% (n = 410,000); in the data active means activity change below about -60%; inconclusive means no clear call, values can overlap the other calls; inactive means above about -39%
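HFF cells seeded 16 h at 37C, treated with compounds, infected with luciferase-reporter HCMV at MOI 1 PFU/cell; luciferase read at 72 h post infection, normalized to buffer-only and Salinomycin controls.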
Giardia FBPA inh = inhibitors of Giardia lamblia fructose-1,6-bisphosphate aldolase | AID 2451 | purified Giardia FBPA | actives 0.71% (n = 290,000) | Potency, µM (series often up to 59.6 µM), inactives show at the highest dose activity, negative = inhibition, actives largely listed as inhibitors | A8B2U2; further: potency means the concentration at half of the fitted maximal effect; nearly all actives have a fitted effect of over 55% in size
Target sequence (A8B2U2 whole entry, looked up): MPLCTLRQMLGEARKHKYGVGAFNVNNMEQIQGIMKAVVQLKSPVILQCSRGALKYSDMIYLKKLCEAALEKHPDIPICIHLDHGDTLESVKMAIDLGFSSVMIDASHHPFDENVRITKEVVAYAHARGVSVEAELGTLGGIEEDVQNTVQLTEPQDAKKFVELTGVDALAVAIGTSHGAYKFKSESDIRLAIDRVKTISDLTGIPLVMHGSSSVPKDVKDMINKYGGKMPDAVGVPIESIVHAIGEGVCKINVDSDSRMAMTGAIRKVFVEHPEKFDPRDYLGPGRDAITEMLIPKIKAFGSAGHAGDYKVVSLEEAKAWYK
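40 nM FBPA preincubated 10 min at RT with compound (up to 57.5 uM final), then substrate plus GAPDH/TPI/NAD/arsenate coupling and diaphorase/resazurin added. Fluorescence read after 20 min at RT, 525/598 nm.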
HCV inhibitor = blocks hepatitis C virus; Huh7.5.1 HCVcc-Cre infection, luciferase reporter, 44 h; Potency, µM (highest dose often 41.8 µM), without a hit: at the top dose activity change, negative = inhibition, hits mostly inhibitors; actives 3.4% (n = 340,000); further: potency means the concentration at half of the fitted maximal effect
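Luciferase read-out (15 sec integration) after a 15 min room-temperature substrate step quantifies HCVcc-Cre infection. Cells, 1,000 per well, had compound added 4 h post-plating, then virus at ~0.5 moi, and were cultured 44 h.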
* hit, by the source's call; ? = inconclusive; nt = not tested or not shown; & = joins results of further samples; [ ] = remark or other dose. Unless noted, the call rests on the fitted dose curve; in most records, active means well fitted curve in the direction sought with a large enough effect; inconclusive means small, poorly fitted or top-dose-only effect, or another doubt; inactive means no such curve, though single readings can be large; an effect the other way counts as inactive or inconclusive. Unless noted, on the % scale 0 is the no-effect control and ±100 the full control effect.

A first look (five entries):
structure,Sm TGR block,AmpC inh no detg,AmpC inh detg,HCMV inh,Giardia FBPA inh,HCV inhibitor
CC(=O)c1cccc(NC(=O)NCCc2c[nH]c3ccccc23)c1,13%,-26%,-7%,-82*,-2%,-5%
CCc1ccc(-c2nn(CC(=O)NCc3ccccc3)c3c2cnc2ccc(F)cc23)cc1,-3%,nt,27%,16,nt,nt
CCc1cc2c(=O)[nH]c(-c3ccncc3)nc2s1,-2%,2%,1%,-1,-7%,37%[activator]
O=C(NCCS(=O)(=O)N1CCN(c2ccccc2F)CC1)c1cc(=O)c2ccccc2o1,-29%&-6%,-5%,-14%&-6%,-21&-28,-3%,2%
CCS(=O)(=O)N1CCC(C(=O)Nc2ccc3c(c2)CCC3)CC1,4%,4%,-1%,-6,nt,11%

All compounds of this part, from the start:
structure,Sm TGR block,AmpC inh no detg,AmpC inh detg,HCMV inh,Giardia FBPA inh,HCV inhibitor
CC(=O)c1cccc(NC(=O)NCCc2c[nH]c3ccccc23)c1,13%,-26%,-7%,-82*,-2%,-5%
CCc1ccc(-c2nn(CC(=O)NCc3ccccc3)c3c2cnc2ccc(F)cc23)cc1,-3%,nt,27%,16,nt,nt
CCc1cc2c(=O)[nH]c(-c3ccncc3)nc2s1,-2%,2%,1%,-1,-7%,37%[activator]
O=C(NCCS(=O)(=O)N1CCN(c2ccccc2F)CC1)c1cc(=O)c2ccccc2o1,-29%&-6%,-5%,-14%&-6%,-21&-28,-3%,2%
CCS(=O)(=O)N1CCC(C(=O)Nc2ccc3c(c2)CCC3)CC1,4%,4%,-1%,-6,nt,11%
N#CC1=C(N)OC2=C(CC/C2=C\c2ccc(F)cc2)C1c1ccc(F)cc1 (stereo not drawn),25µM*,-39%,-13%,nt,-30%,-7%
COc1ccc(C)cc1N(CC(=O)Nc1ccc(S(=O)(=O)N2CCCC2)cc1)S(C)(=O)=O,2%,23%,?,5,nt,-2%
CN(C)S(=O)(=O)c1cccc(NC(=O)c2cccc(N3C(=O)CCC3=O)c2)c1,4%,-14%,?,-13,nt,6%
COc1ccc(OC)c(S(=O)(=O)NCCOC23CC4CC(CC(C4)C2)C3)c1,8%,31%,-11%,-2,6%,-3%
CC(=O)NCCNc1nc2c(-c3cccc(C)c3)nnn2c2ccc(Cl)cc12,4%,nt,9%,7,nt,nt
O=C(Cc1ccc(NS(=O)(=O)c2ccc(F)cc2)cc1)NCc1ccccc1,-3%,-35%,4%,-18,-5%,-21%
C=CCn1cccc(C(=O)Nc2ccc(OC)cc2)c1=O,9%,-26%,-1%,-19,1%,20%
CCOc1cc(C(=O)Nc2ccc(C)cc2C)ccc1OCC(=O)N1CCCCC1,-2%,36%,1%,-12,-4%,-19%
Nc1nnc(SCC(=O)Nc2ccc(S(=O)(=O)N3CCOCC3)cc2)s1,5%,-28%,?,20,1%,3%
O=c1cc(-c2ccc(F)cc2)nc(SCc2nc(-c3ccccc3Cl)no2)[nH]1,18%,nt,18%,0,nt,nt
O=C(CC(=O)N/N=C/c1cccs1)NCc1ccccc1,-2%,-37%,?,29,?,6%
COc1ccc(C(=O)C(C)Oc2cccc(NC(=O)c3cccc([N+](=O)[O-])c3)c2)cc1 (stereo not drawn),3%,-20%,-21%,-34,-4%,11µM*
COc1cccc(CNC(=O)CCc2nnc3n(CC(C)C)c(=O)c4ccccc4n23)c1,3%,nt,27%,?,nt,nt
COc1ccc(-c2cccc(NS(=O)(=O)c3cc([N+](=O)[O-])ccc3Cl)c2)nn1,-14%,-32%,-16%,-30,nt,-10%
CS(=O)(=O)N1CCCC(C(=O)NCCc2ccc(Cl)cc2)C1 (stereo not drawn),-16%,20%,-4%,15,11%,15%
CCC(Sc1nnc(-c2ccco2)n1C)C(=O)Nc1nnc(C)s1 (stereo not drawn),0%,-19%,4%,-2,-13%,12%
CCOc1cc(Cl)c(NC(=O)c2ccco2)cc1OCC,-10%,-13%,-15%,10,4%,?
CC1CCCN(CC(O)COCC2COc3ccccc3O2)C1 (stereo not drawn),7%,10%,-2%,34,-6%,-11%
CC1=C(C(=O)OCC2CCCO2)C(c2ccccc2OC(C)C)C2=C(CC(c3ccco3)CC2=O)N1 (stereo not drawn),-23%,44%,-1%,-27,-3%,-25%&-23%
O=c1[nH]c(=O)n(-c2ccc(Cl)cc2)c(O)c1C=NCCN1CCCCC1,-8%,-18%,?,-31,0%,0%
N#CC1(NC(=O)CSc2nnc(Nc3ccccc3F)s2)CCCC1,-6%,-28%,-7%,48,nt,5%
Cc1nn(CC(=O)c2ccccc2)c(=O)c2nn(-c3ccccc3F)c(C)c12,-10%,-45%,-12%,39,7%,-11%
COc1ccc(C2=CC(c3cc(Br)ccc3F)n3c(nc4ccccc43)N2)cc1 (stereo not drawn),-20%,nt,2%,-33,nt,nt
O=C(c1cccc(S(=O)(=O)N2CCOCC2)c1)N1CCCC1,3%,-7%,-11%,43,7%,16%
Clc1nc(-c2cccnc2)nc2scc(-c3ccccc3)c12,-3%,-6%,0%,?,5%,?
O=C1c2ccccc2C(=O)N1Cc1nn2c(-c3ccc(Cl)cc3)nnc2s1,1%,-26%,?,-21,4%,20%
CCCCNc1c(-c2ccc(-c3cccc(Cl)c3)cc2)nc2ccc(Cl)cn12,nt,-9%,nt,58,nt,?
CCOC(=O)c1c(C)[nH]c(C)c1S(=O)(=O)N1CCC(C(=O)N2CCN(c3ccccc3)CC2)CC1,-11%,nt,8%,-5,nt,nt
CCCC[n+]1ccn(-c2nc3ccccc3nc2[N-]S(=O)(=O)c2ccc(Cl)cc2)c1,-14%,30%,2%,16,-1%,4%
COc1ccc(N2CCC(CNC(=O)Nc3ccc(OC)cc3OC)C2)cc1 (stereo not drawn),45µM*,3%,1%,-80*,?,?
CCOC(=O)Cc1cc(=O)[nH]c(/N=C(\N)Nc2ccc(C)cc2C)n1,4%,1%,-7%,3,4%,-4%
Cc1cccc(NC(=O)NC2COc3ccccc3C2)c1C (stereo not drawn),15%,nt,22%,-3,nt,nt
O=C(NCC1CCN(Cc2ccc(F)cc2)CC1)Nc1cc(F)ccc1F,-16%,-6%,-1%,56,8%,-30%
O=C(O)CSCC(=O)Nc1cccc2ccccc12,-13%,-2%,?,16,5%,26%
Cc1c(CCOC(=O)c2cc([N+](=O)[O-])cc([N+](=O)[O-])c2)sc[n+]1CCCCS(=O)(=O)[O-],0%,-12%,8%,25,-10%,7%
Cc1ccccc1NC(=S)c1ccc2ccccc2n1,50µM*,-44%,-9%,-63*,-15%,?
CC1(C)NC(=O)N(CCOCCOc2cccc(Oc3ccccc3)c2)C1=O,4%,139%[activator],?,-1,4%,-6%
Cc1ccnc(NS(=O)(=O)c2ccc(Oc3ccccc3)cc2)c1,-2%,-23%,2%,-30,6%,-30%
CCC/C=N/Nc1nc2ccccc2s1,nt,-34%,-2%,-1,-5%,-12%
O=C(COC(=O)CCC(=O)c1cccs1)Nc1ccc(Cl)cn1,6%,-17%,9%,-39,-7%,4%
Cc1cc(C)cc(C(=O)NC(CC(N)=O)c2ccc(N3CCN(C)CC3)c([N+](=O)[O-])c2)c1 (stereo not drawn),1%,-18%,?,14,2%,10%
Cc1ccc(C2NS(=O)(=O)N=C2N)cc1 (stereo not drawn),-21%,-14%,-9%,-39,4%,6%
Cc1ccc(C(=O)CSc2nnc(-c3ccccc3)o2)cc1,8%,-12%,-16%,9,3%,-16%
COc1ccccc1NC(=O)c1ccc2snnc2c1,nt,-18%,-8%,20,-5%,7%
Cc1[nH]n(-c2ccccc2)c(=O)c1C=NCc1ccco1,nt,-20%,3%,nt,0%,nt
COc1ccc(S(=O)(=O)N(CC(=O)Nc2cccnc2)c2ccccc2OC)cc1,4%,54%,-3%,-17,4%,10%
CCc1ccc(OCC(=O)N2CCN=C2c2ccccc2)cc1,0%,13%,?,-12,-1%,13%
CCCCNC(=O)N1CCN(c2ccccc2OC)CC1,-5%,7%,3%,14,2%,12%
COc1ccccc1-c1coc2c(CN3C(C)CCCC3C)c(O)ccc2c1=O (stereo not drawn),-25%,-29%,-8%,-3,0%,-3%
Cc1ccc(S(=O)(=O)C(CNC(=O)C(=O)NCCc2ccc(Cl)cc2)c2ccco2)cc1 (stereo not drawn),?,nt,-2%,-13,nt,nt
C=CC1CN2CCC1CC2C(OC(C)=O)c1ccnc2ccc(OC)cc12 (stereo not drawn),4%,-5%,0%,5,-2%,-4%

(listing goes on)
structure,Sm TGR block,AmpC inh no detg,AmpC inh detg,HCMV inh,Giardia FBPA inh,HCV inhibitor
CCN1CCN(c2ncc3c(n2)CC(c2ccccc2O)CC3=O)CC1 (stereo not drawn),4%,nt,9%,-2,nt,nt
CCCCNC(=O)CCn1nc(-c2ccc(C)cc2)c2ccccc2c1=O,14%,62%[activator],-3%,-72*,10%,-17%
CCC1=NNc2cccc3c(OC)ccc1c23,10µM*,-13%,-3%,nt,?,nt
COC(=O)c1nc(NC(=O)c2ccc(Cl)cc2)n[nH]1,40µM*,-12%,6%,17,0%,-11%
Cc1ccc(NC(=O)CN2C(=O)NC(Cc3ccccc3)C2=O)c(Br)c1 (stereo not drawn),1%,-38%,3%,-23,2%,0%
O=C(Nc1ccccc1N1CCOCC1)c1ccc(F)c(S(=O)(=O)N2CCOCC2)c1,-7%,-2%,-18%,-11,nt,9%
C=CCSc1ncccc1C(=O)NCCc1ccc(Cl)cc1,-8%,1%,-9%,?,-4%,-10%
O=C(N1CCOCC1)C12CC3CC(C1)CC(C(=O)N1CCOCC1)(C3)C2,10%,-7%,-1%,14,10%,9%
Cn1c(CN2CCOCC2)nnc1SCC(=O)NCCc1ccccc1,-35%,-3%,-1%,28,-2%,5%
CSCCC(NC(=O)c1ccccc1Br)C(=O)Nc1ccc(C)cc1 (stereo not drawn),2%,-12%,-1%,-23,4%,-26%
COc1cc(OC)cc(C(=O)OCC(=O)c2cc(C)n(CC3CCCO3)c2C)c1 (stereo not drawn),-18%,89%[activator],-9%,0,nt,?
CC(C)C(C(=O)NC1=NCCS1)c1ccc(Cl)cc1 (stereo not drawn),5%,-28%[11.4 µM],-3%,16,2%,?
CCn1c(Oc2ccccc2)nc2c1c(=O)n(C)c(=O)n2C,4%,-7%,-19%,-60*,10%,-8%
COn1c(=O)c(-c2ccc(Cl)cc2)[n+]([O-])c2ccccc21,0%,-27%,-5%,26,0%,7%
Cc1ccc(CC(=O)Nc2c(C(=O)N3CCN(c4ccccc4)CC3)oc3ccccc23)cc1,-3%,nt,1%,-7,nt,nt
COc1ccccc1C(=O)Nc1cc2c(cc1C(=O)O)OCCCO2,7%,-11%,1%,-12,21%,7%
